GPR7 antag – GPR7 receptor antagonists, primary screen, cell-based, fluorescence, single concentration; Neuropeptides B/W receptor type 1 (Homo sapiens), P48145; inhibition, % at 4.4 µM; AID 1861, 2009; actives 1.1% (n = 290,000); GPR7-expressing cells, fluorescence antagonist assay; in the data active = inhibition above about 16%, passing the limit was not always enough;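 note: cells stimulated with the agonist NPW; 0% = agonist with vehicle and 100% = vehicle without agonist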
Target sequence (P48145 whole entry, looked up): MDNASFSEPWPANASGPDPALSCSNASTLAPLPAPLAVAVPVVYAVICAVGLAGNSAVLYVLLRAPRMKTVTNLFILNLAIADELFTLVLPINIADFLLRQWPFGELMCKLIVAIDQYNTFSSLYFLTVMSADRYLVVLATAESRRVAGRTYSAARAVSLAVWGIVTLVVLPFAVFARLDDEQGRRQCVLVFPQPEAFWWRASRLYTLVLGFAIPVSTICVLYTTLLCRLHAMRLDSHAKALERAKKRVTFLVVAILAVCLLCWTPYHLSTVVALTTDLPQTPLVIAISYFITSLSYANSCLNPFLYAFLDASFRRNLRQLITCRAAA
TAAR1 antagonist – human TAAR1 antagonists, primary screen, Fluo-8 calcium fluorescence, CHO RD-HGA16 cells | Trace amine-associated receptor 1 (Homo sapiens), Q96RJ0 | antagonist | inhibition, % at 3 µM | actives 1.5% (n = 360,000);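 active = inhibition above a per-plate cutoff, the mean inhibition of test compounds on that plate plus 3 SD, cut at about 49% in these data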;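 note: 0% = DMSO plus EC80 beta-PEA response and 100% = DMSO alone without agonist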
Target sequence (Q96RJ0 whole entry, looked up): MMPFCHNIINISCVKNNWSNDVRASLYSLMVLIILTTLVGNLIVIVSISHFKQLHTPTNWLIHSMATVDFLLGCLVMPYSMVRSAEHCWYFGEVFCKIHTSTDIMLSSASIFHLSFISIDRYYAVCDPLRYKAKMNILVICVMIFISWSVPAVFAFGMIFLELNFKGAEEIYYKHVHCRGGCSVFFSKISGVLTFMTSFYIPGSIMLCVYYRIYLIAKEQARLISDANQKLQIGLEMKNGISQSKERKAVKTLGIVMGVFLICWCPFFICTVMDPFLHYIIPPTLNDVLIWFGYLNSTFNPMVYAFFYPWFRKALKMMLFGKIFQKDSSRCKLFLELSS
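System: RD-HGA16 CHO cells with stable hTAAR1 and Gα16 | Probe or stimulus: EC80 β-phenethylamine stimulus | Dosing: 3 µM, single point | Times: Dye loading 75 min at 37 °C, then 30 min room temperature | Measured by: Fluo-8 calcium-sensitive fluorescence | Read-out basis: % inhibition of agonist calcium response | Replicates: n of 1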
OXTR ag – human OXTR agonists, primary screen, fluorescence, CHO-OTR cells, Fluo-8 calcium. AID 2435, 2010. Fluo-8 calcium fluorescence; normalized: DMSO 0%, oxytocin 100%. actives 0.32% (n = 320,000). activation, % at 3 µM;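 active = activation above the mean of all tested compounds plus 3 SD, cutoff set per screening run, cut at about 20% in these data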;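 note: peak over basal fluorescence ratio from a 100 s FLIPR kinetic read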
OXTR potentiator – human OXTR potentiators, primary screen, fluorescence, CHO-OTR cells, Fluo-8 calcium; Oxytocin receptor (Homo sapiens), P30559; Fluo-8 calcium fluorescence, potentiator mode; 0% = oxytocin EC15, 100% = EC100; activation, % at 3 µM; actives 0.061% (n = 320,000); AID 2445, 2010;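 active = activation above that plate's cutoff, the mean activation of tested compounds plus 3 SD, cut at about 6.6% in these data, passing the limit was not always enough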;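 note: 100% uses oxytocin at 75 nM as the full agonist control; some results filed as inactive read as strong as hits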
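Replication – single well per compound, singlicate · Assay system – CHO cell line stably expressing human OTR · Timing – 6 min pre-incubation, 100 s read · Measure – normalized max/min fluorescence ratio, % activation · Doses – 3.0 µM, one dose · Detection – Fluo-8 calcium dye fluorescence · Probe or stimulus – oxytocin near EC15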
CHO-K1 Ca PAM – nonselective calcium activators in parental CHO-K1 cells, primary screen, counter-screen for M1 PAM project, cell-based, Fluo-8 calcium fluorescence, full deck, 1536-well. ATP EC20; 0% at ATP EC20, 100% at ATP max. activation, % at 3 µM. actives 0.02% (n = 360,000). AID 602247, 2012;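 active = activation above the run cutoff, the mean activation of all test compounds plus 3 SD, cut at about 40% in these data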;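 note: peak over basal fluorescence ratio in a 140 s read after ATP addition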
CHO-K1 Ca antag – counter-screen for M1 antagonists: effect in parental CHO-K1 cells; inhibition, % at 3 µM; ATP-induced calcium, Fluo-8 fluorescence; actives 0.6% (n = 360,000);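 active = inhibition above a per-plate cutoff, the plate's mean sample inhibition plus 3 SD, cut at about 24% in these data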;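 note: 0% = DMSO plus EC80 ATP and 100% = DMSO alone without ATP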
CHO parental Ca – ATP-evoked calcium signal inhibitors, parental CHO, primary screen, counter-screen for OX1R antagonist project, cell-based, fluorescence, Fluo-8 calcium dye | parental CHO-K1, ATP-induced calcium, Fluo-8 fluorescence | actives 0.63% (n = 330,000) | inhibition, % at 5.6 µM | AID 463079, 2010;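 active = inhibition above that plate's mean sample inhibition plus 3 SD, cut at about 26% in these data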;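 note: 0% = ATP-challenged DMSO wells and 100% = DMSO wells without ATP; some compounds past the cut are filed as inactive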
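Material: parental CHO cells / Compound: single nominal dose of 5.6 µM per compound / Signal: Fluo-8 fluorescence / Replicates: singlicate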
V1aR counter – agonists of human V1a receptor, primary screen, counter-screen for OXTR agonist project, fluorescence, CHO-V1R cells; actives 0.25% (n = 320,000); Fluo-8 calcium fluorescence, agonist mode; 0% DMSO, 100% 3 nM vasopressin; activation, % at 3 µM; Vasopressin V1a receptor (Homo sapiens), P37288;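 active = activation above the mean activation of all tested compounds plus 3 SD, per screening run, cut at about 20% in these data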;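 note: signal is peak over basal fluorescence ratio across a 100 second FLIPR read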
Target sequence (P37288 whole entry, looked up): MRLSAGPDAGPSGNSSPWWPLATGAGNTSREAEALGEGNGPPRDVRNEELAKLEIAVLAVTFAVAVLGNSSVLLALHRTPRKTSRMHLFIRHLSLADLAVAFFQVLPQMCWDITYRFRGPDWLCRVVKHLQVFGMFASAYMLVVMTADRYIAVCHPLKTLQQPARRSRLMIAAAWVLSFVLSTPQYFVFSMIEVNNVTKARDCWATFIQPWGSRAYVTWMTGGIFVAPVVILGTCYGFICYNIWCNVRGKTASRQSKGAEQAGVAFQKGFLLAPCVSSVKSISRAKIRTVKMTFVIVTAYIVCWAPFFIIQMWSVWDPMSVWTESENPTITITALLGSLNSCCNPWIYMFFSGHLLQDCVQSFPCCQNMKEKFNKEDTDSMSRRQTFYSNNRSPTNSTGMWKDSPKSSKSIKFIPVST
M1 ag parental – counter-screen for M1 agonists: effect in parental CHO-K1 cells; Fluo-8 calcium fluorescence; scaled to maximal ATP response, vehicle zero; activation, % at 3 µM; actives 0.48% (n = 360,000); AID 602248, 2012; in the data active = activation above about 15%;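 note: untransfected CHO-K1 host cells lacking M1 receptor as counterscreen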
Starred values were filed as active, the others as inactive; x = not tested or not shown. Outcome played no part in choosing rows, and some 3.5% of all compounds hit somewhere here.

SMILES	GPR7 antag	TAAR1 antagonist	OXTR ag	OXTR potentiator	CHO-K1 Ca PAM	CHO-K1 Ca antag	CHO parental Ca	V1aR counter	M1 ag parental
CCN(C(=O)Cn1c([N+](=O)[O-])cnc1C)c1ccccc1	-1	-14	1.5	-5	18	-13	0	1.2	0.6
CN(C)c1ccc(N2C(=NC(=O)CC3CCCCC3)SC3CS(=O)(=O)CC32)cc1 (stereo not drawn)	-18	-5	0.3	-10	5	-10	-8	0.0	0.1
O=C(c1cc2ccccc2o1)N1CCN(Cc2nc3ccccc3s2)CC1	x	-15	x	x	-5	4	x	x	1.3
Nc1c(C(=O)NCc2ccc3c(c2)OCO3)c2nc3ccccc3nc2n1CCCN1CCOCC1	23*	42	16	-12	17	-10	33*	8.5	3.6
CCOC(=O)COc1ccc(S(=O)(=O)N2CCc3ccccc3C2)cc1	-10	-6	-0.4	-8	4	-10	-11	0.1	1.0
Cc1ccc(-n2cc(CN(C)Cc3ncc[nH]3)c(-c3cccc(C)c3)n2)cc1	-3	-4	1.8	3	15	1	-18	5.0	3.7
Clc1cnc2nc(SC/C=C/c3ccccc3)[nH]c2c1	-7	-14	0.3	-4	16	-11	-7	-0.7	0.8
CCN(CC(=O)Nc1ccc2c(c1)OCCO2)C(=O)CCc1ccccc1Cl	x	2	0.6	-3	-1	-1	-26	0.7	1.5
CC(C)Cc1nc(SCC(=O)Nc2nnc(CC(C)C)s2)n[nH]1	-6	-8	0.0	-3	15	-8	-22	0.9	10
COc1ccc(-c2cc3nc(C)cc(N4CCN(C(=O)c5ccco5)CC4)n3n2)cc1	x	16	x	x	11	-2	x	x	2.9
COc1ccc([N+](=O)[O-])cc1NC(=O)COC(=O)c1ccccn1	3	-3	1.1	-10	4	-11	-7	-0.3	0.7
CCC(=O)NN1CCc2cc3ccc(C)cc3nc21	-18	-6	0.2	-8	2	-16	-6	0.6	0.1
CC(=O)NC(=S)Nc1ccc([N+](=O)[O-])cc1C	-10	-2	-0.1	-9	8	-9	-7	-0.5	-0.2
COc1ccc(-c2c(N)n[nH]c2C)cc1OC	-7	-3	0.8	-10	9	3	-11	-0.1	0.5
COc1ccc(C(=O)NC(=O)COC(=O)c2ccc3ncsc3c2)cc1	5	x	-0.3	-4	x	x	2	0.1	x
COc1cc(OC)c(C(=O)NC2CC(C)(C)NC(C)(C)C2)cc1OC	-7	4	0.6	-5	14	-9	4	0.6	0.0
CC/C(=C\C1CCCCC1)C(NP(=O)(c1ccccc1)c1ccccc1)c1ccccc1 (stereo not drawn)	7	-10	-0.8	-7	32	-24	-31	1.9	1.4
Cc1ccc2cc(CCNC(=O)c3ccco3)c(=O)[nH]c2c1C	-4	1	-0.2	-5	-5	5	-11	2.4	2.7
CN(C)CCCN(C(=O)c1ccc(S(=O)(=O)N(C)C)cc1)c1nc2cc3c(cc2s1)OCO3	0	7	1.7	-6	5	1	-16	1.8	0.1
COc1ccc(OC)c(NC(=O)COC(=O)[C@H](Cc2ccccc2)NC(=O)c2ccco2)c1	x	31	2.0	-6	6	-10	-3	1.8	2.6
COC(=O)c1ccc(NS(=O)(=O)c2ccc3c(c2)oc(=O)n3C)cc1	x	-9	4.8	-3	16	0	-7	0.9	0.8
Cc1cc(N2CCOCC2)nc(N2CCOCC2)c1C#N	x	3	x	x	20	-12	x	x	1.7
COC(=O)c1[nH]c2ccc(C)cc2c1NC(=O)Nc1ccccc1OC	1	13	0.7	-12	16	-8	-17	0.4	-0.2
CN(C(=O)COC(=O)CNC(=O)c1sc2ccccc2c1Cl)c1ccccc1	9	12	5.2	-7	15	-9	-10	5.1	0.8
NC(=O)C1CCN(C(=O)c2ccc3nc(-c4ccccc4)c(-c4ccccc4)nc3c2)CC1	-11	6	0.1	1	2	-8	-10	9.4	2.6

Eleven structures from above, sorted by count of non-hydrogen atoms, rising:
SMILES	GPR7 antag	TAAR1 antagonist	OXTR ag	OXTR potentiator	CHO-K1 Ca PAM	CHO-K1 Ca antag	CHO parental Ca	V1aR counter	M1 ag parental
CC(=O)NC(=S)Nc1ccc([N+](=O)[O-])cc1C	-10	-2	-0.1	-9	8	-9	-7	-0.5	-0.2
Clc1cnc2nc(SC/C=C/c3ccccc3)[nH]c2c1	-7	-14	0.3	-4	16	-11	-7	-0.7	0.8
CCN(C(=O)Cn1c([N+](=O)[O-])cnc1C)c1ccccc1	-1	-14	1.5	-5	18	-13	0	1.2	0.6
Cc1ccc2cc(CCNC(=O)c3ccco3)c(=O)[nH]c2c1C	-4	1	-0.2	-5	-5	5	-11	2.4	2.7
COc1ccc([N+](=O)[O-])cc1NC(=O)COC(=O)c1ccccn1	3	-3	1.1	-10	4	-11	-7	-0.3	0.7
COc1cc(OC)c(C(=O)NC2CC(C)(C)NC(C)(C)C2)cc1OC	-7	4	0.6	-5	14	-9	4	0.6	0.0
CCOC(=O)COc1ccc(S(=O)(=O)N2CCc3ccccc3C2)cc1	-10	-6	-0.4	-8	4	-10	-11	0.1	1.0
O=C(c1cc2ccccc2o1)N1CCN(Cc2nc3ccccc3s2)CC1	x	-15	x	x	-5	4	x	x	1.3
CN(C)c1ccc(N2C(=NC(=O)CC3CCCCC3)SC3CS(=O)(=O)CC32)cc1 (stereo not drawn)	-18	-5	0.3	-10	5	-10	-8	0.0	0.1
CC/C(=C\C1CCCCC1)C(NP(=O)(c1ccccc1)c1ccccc1)c1ccccc1 (stereo not drawn)	7	-10	-0.8	-7	32	-24	-31	1.9	1.4
NC(=O)C1CCN(C(=O)c2ccc3nc(-c4ccccc4)c(-c4ccccc4)nc3c2)CC1	-11	6	0.1	1	2	-8	-10	9.4	2.6

Next section:
SMILES	GPR7 antag	TAAR1 antagonist	OXTR ag	OXTR potentiator	CHO-K1 Ca PAM	CHO-K1 Ca antag	CHO parental Ca	V1aR counter	M1 ag parental
O=C(c1ccc2nccnc2c1)N1CCN(Cc2ccc3c(c2)OCO3)CC1	-10	4	0.1	-3	17	-7	2	0.9	0.6
COc1ccc(C(=O)NC(C(=O)NCC2(N3CCCCC3)CCCCC2)C(C)C)cc1 (stereo not drawn)	x	5	-1.4	-3	2	-6	-24	-1.4	-1.0
Cc1ccc(S(=O)(=O)c2ccc(Cl)cc2)cc1S(=O)(=O)NC(C)C(=O)O (stereo not drawn)	-6	0	-0.4	-5	11	-8	-5	0.9	-0.2
COc1ccc(NC(=O)C2CCCO2)cc1OC (stereo not drawn)	-6	-1	0.3	0	7	-7	-7	-0.3	-0.1
CCN(CC)CCN1C(=O)C(=O)/C(=C(/O)c2c(C)[nH]c(C(=O)OC)c2C)C1c1cccs1 (stereo not drawn)	5	0	0.3	2	12	1	-5	0.7	0.3
Cc1cccc(C)c1N1C(=O)c2ccccc2C1=O	-2	-13	-1.9	4	10	-21	-10	-1.5	-0.1
COc1ccc2c(C)cc(N3CCCCCC3)nc2c1	-5	8	-1.5	-2	19	-4	-1	0.5	1.5
CCOC(=O)[C@H]1[C@H]2COc3ccccc3[C@@H]2N2C(=O)[C@@H](C)NC(=O)[C@@]12C	x	-1	0.2	1	-10	3	3	0.7	-0.2
N=c1sccn1CC(=O)Nc1ccc(Cl)cc1[N+](=O)[O-]	-9	-15	1.4	-5	11	-14	-18	1.1	1.4
COc1ccc(C2Nc3ccccc3C(=O)N2NS(=O)(=O)c2ccccc2)cc1OC (stereo not drawn)	-1	-3	-0.7	0	8	1	-13	0.4	0.4
CCOc1ccc(NC(=O)CCC(=O)c2ccc(-c3ccccc3)cc2)cc1	-13	5	-0.4	-3	23	-12	-4	0.6	-0.2
O=C(c1ccccc1F)N1CCCC(N2CCN(Cc3ccc4c(c3)OCO4)CC2)C1 (stereo not drawn)	x	-13	x	x	11	-9	x	x	-0.1
CCOc1cc(/C=C2\SC(=O)N(c3ccc(O)cc3)C2=O)ccc1O	-12	-55	1.7	-6	5	-10	15	2.7	1.8
Cc1nn(-c2ccccc2)c2c1C1(C(=O)Nc3ccccc31)N1C(=N2)Sc2ccccc21 (stereo not drawn)	-11	x	1.4	8	11	-1	-33	-1.2	0.5
CCCCc1c(-c2ccccc2OC)ncn1CCc1ccccc1	x	34	x	x	11	-18	x	x	10
COc1ccc(N2C(=O)CCC(C(=O)NCCCN3CCC(C)CC3)C2c2ccc(OC)c(OC)c2)cc1 (stereo not drawn)	-16	-22	0.5	-7	-5	-2	18	-0.6	6.8
CN1/C(=C\C(=O)COC(=O)c2ccco2)C(C)(C)c2ccccc21	5	-11	0.7	-22	17	-10	-4	2.0	5.6
CC(C)(C)Nc1nc2nonc2nc1NC(C)(C)C	8	-6	13	-14	12	-1	28	13	16*
C=C(C)[C@@H]1CC=C(CN2CCC(CCOC)(C(=O)OCC)CC2)CC1	-3	-3	2.6	-12	9	-10	-18	0.6	2.8
COc1ccc(/C=N/Nc2ncc(C(F)(F)F)cc2Cl)cc1OC	2	-5	-1.5	3	20	-2	-9	-0.6	0.6
COC(=O)c1cc(C(=O)OC)cc(N2C(=O)CC(NNC(=O)c3ccccc3Br)C2=O)c1 (stereo not drawn)	0	7	1.4	0	-10	6	-2	0.3	-0.3
Cc1ccsc1/C=N/n1c(-c2cc(-c3ccccc3)n[nH]2)n[nH]c1=S	-10	-8	-1.7	-6	15	-6	-12	-0.3	0.7
COc1cc(/C=N/NS(=O)(=O)c2ccccc2)c(OC)c(OC)c1	9	7	-1.0	-6	11	-4	-1	0.5	16*
CC(C)C(C(=O)O)N1C(=O)/C(=C/C=C/c2ccco2)SC1=S (stereo not drawn)	-1	x	2.0	-1	8	6	-1	1.0	-0.1
CC(=O)Oc1ccc(S(=O)(=O)c2ccc(OC(C)=O)cc2)cc1	6	9	2.0	-6	1	-1	5	2.2	1.5
Cc1cc(-c2nc3cccnc3s2)ccc1NS(=O)(=O)c1ccc2c(c1)OCCO2	2	37	2.2	-4	-10	17	2	3.3	0.4
CC(C)(C)OC(=O)N(CCc1ccccc1)Cc1cccc(OCc2cccc(NC(=O)/C=C/c3ccccc3)c2)c1	x	-11	x	x	-8	2	x	x	0.1
CCO/C=C1/C(=O)N(Cc2ccccc2)C(=O)c2ccccc21	1	10	1.0	-12	-1	-4	-3	-0.5	1.3

Source: PubChem (The Scripps Research Institute Molecular Screening Center)
